Screens from PubChem BioAssay.
FAS-TE inh: FAS thioesterase domain inhibitors, primary screen, biochemical, fluorescence intensity, uHTS; Fatty acid synthase (Homo sapiens), P49327; recombinant FAS-TE, OMFH fluorogenic substrate, fluorescence endpoint; inhibition, % at 15 µM; 360,000 compounds, 0.67% hits; AID 602261, 2012;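 active means compounds whose normalised, plate-corrected inhibition of enzyme fluorescence in the single-dose primary screen is 50% or more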;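 further: 0% = DMSO with enzyme and 100% = substrate without enzyme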
CSN deneddyl inh: inhibitors of CSN-mediated cullin deneddylation, primary screen, biochemical, fluorescence polarization, uHTS | COP9 signalosome complex subunit 5 (Homo sapiens), Q92905 | 360,000 compounds, 0.38% hits | inhibition, % at 12.5 µM | Purified CSN, SCF-Nedd8-OG deneddylation | AID 651999, 2013;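 active means pattern-corrected inhibition above about 35%, with an unprinted fluorescence ratio check between 0.5 and 1.5, limit read from the data, passing the limit was not always enough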;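 further: 0% = enzyme with substrate and 100% = substrate without enzyme; some results filed as inactive read as strong as hits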
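Material: human Csn5 produced in HEK293T cells; Input: enzyme 0.24 nM; Reagent: SCFSkp2-Nedd8OG substrate at 10 nM final; Dosing: 12.5 µM compound; Incubation: 90 min reaction at room temperature; Detection: fluorescence polarization of the substrate; Evaluation: % inhibition of substrate cleavage by Csn5; Control set: substrate-only high control, full reaction low control.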
Neddylation inh: inhibitors of cullin neddylation, primary screen, biochemical, TR-FRET, uHTS, NAE and Ubc12; NEDD8-conjugating enzyme Ubc12 (Homo sapiens) + NEDD8-activating enzyme E1 regulatory …; calls only at 25 µM; 360,000 compounds, 0.58% hits; in the data active means inhibition above about 36%
MsrA inhibitor: bovine MsrA enzyme inhibitors, primary screen, biochemical, absorbance, HTS; purified bovine MsrA, absorbance read-out; inhibition, % at 15.5 µM; 360,000 compounds, 0.75% hits; in the data active means inhibition above about 4.5%;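 further: 0% = vehicle wells with enzyme and 100% = reference inhibitor wells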
Rin1 Abl inh: inhibitors of Rin1-Abl protein binding, primary screen, biochemical, TR-FRET; inhibition, % at 7.35 µM; 360,000 compounds, 0.4% hits; Tyrosine-protein kinase ABL1 (Homo sapiens) + Ras and Rab interactor 1 (Homo sapiens), …; in the data active means inhibition above about 5%, passing the limit was not always enough
Target sequence (P00519 whole entry, looked up): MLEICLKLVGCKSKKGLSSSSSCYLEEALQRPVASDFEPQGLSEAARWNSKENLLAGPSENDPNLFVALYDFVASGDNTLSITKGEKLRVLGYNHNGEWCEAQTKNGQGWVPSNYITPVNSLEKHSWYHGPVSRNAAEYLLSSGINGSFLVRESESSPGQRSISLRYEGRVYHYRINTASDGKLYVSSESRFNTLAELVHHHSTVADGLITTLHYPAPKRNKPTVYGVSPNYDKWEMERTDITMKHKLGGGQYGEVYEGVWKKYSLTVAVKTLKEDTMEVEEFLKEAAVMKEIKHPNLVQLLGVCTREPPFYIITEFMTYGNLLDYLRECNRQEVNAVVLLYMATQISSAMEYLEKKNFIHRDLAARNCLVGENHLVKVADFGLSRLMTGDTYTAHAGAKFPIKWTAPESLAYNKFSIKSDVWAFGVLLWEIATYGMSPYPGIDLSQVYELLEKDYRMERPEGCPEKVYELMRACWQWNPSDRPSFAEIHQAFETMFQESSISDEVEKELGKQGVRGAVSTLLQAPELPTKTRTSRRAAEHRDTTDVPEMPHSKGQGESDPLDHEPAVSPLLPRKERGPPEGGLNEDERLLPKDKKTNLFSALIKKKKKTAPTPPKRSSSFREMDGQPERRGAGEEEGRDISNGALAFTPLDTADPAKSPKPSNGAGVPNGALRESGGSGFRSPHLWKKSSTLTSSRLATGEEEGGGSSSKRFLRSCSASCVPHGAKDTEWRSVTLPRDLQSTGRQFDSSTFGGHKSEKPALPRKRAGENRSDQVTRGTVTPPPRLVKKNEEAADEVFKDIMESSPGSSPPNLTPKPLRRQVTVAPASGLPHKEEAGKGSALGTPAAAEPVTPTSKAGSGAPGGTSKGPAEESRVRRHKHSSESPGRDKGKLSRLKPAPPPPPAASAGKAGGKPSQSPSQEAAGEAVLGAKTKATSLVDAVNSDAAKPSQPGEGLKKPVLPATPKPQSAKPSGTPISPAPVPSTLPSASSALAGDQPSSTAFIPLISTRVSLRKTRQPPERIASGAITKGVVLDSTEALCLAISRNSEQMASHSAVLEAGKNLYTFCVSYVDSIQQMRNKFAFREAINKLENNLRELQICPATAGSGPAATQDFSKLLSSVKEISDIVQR
Target sequence (Q13671 whole entry, looked up): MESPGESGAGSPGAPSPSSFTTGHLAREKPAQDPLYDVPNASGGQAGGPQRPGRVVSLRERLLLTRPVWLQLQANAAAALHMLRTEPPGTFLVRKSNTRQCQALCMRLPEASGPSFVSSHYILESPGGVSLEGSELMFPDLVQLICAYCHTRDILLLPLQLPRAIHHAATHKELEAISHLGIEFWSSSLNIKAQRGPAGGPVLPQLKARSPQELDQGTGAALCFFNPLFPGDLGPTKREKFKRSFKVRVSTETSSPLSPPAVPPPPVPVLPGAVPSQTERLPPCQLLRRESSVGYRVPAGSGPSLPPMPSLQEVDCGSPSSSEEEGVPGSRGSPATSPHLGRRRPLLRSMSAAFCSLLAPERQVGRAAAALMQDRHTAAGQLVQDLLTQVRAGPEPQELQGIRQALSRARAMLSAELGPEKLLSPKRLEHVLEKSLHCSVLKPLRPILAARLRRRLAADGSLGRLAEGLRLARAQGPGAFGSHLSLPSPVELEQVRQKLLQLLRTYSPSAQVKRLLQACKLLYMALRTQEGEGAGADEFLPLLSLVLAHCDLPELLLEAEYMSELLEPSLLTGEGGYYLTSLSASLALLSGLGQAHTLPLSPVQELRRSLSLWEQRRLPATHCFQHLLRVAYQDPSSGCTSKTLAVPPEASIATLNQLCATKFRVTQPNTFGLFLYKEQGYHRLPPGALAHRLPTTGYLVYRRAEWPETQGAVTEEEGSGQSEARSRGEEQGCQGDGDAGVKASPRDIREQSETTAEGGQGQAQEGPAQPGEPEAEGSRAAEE
E coli Lon inh: inhibitors of E. coli Lon protease, primary screen, biochemical, fluorescence polarization. AID 602123, 2011. 360,000 compounds, 0.42% hits. purified E. coli Lon protease. inhibition, % at 7.94 µM. P0A9M0; in the data active means inhibition above about 13%, passing the limit was not always enough;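 further: 0% = enzyme with probe and DMSO and 100% = no enzyme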
bovine MsrA act: bovine MsrA enzyme activators, primary screen, biochemical, absorbance, HTS; 360,000 compounds, 0.3% hits; Methionine sulfoxide reductase A (Bos taurus); activation, % at 10.6 µM; purified bovine MsrA, absorbance read-out; in the data active means activation above about 7.5%;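 further: 0% = vehicle and 100% = reference activator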
Tb MetRS inh: T. brucei MetRS inhibitors, primary screen, biochemical, luminescence; methionyl-tRNA synthetase (Trypanosoma brucei brucei); purified T. brucei MetRS, ATP depletion, Kinase-Glo luminescence; inhibition, % at 11.9 µM; 360,000 compounds, 0.4% hits;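 active means inhibition above a per-plate cutoff of the control wells' mean inhibition plus 3 SD, cut at about 5.5% in these data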;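 further: 0% = DMSO wells median and 100% = median of wells with control inhibitor compound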
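System: purified T. brucei MetRS enzyme / Detection: Kinase-Glo luciferase luminescence reporting remaining unconsumed ATP / Medium: HEPES buffer with MgCl2, KCl, DTT, spermine, BSA, pyrophosphatase / Replication: singlicate, one well per compound / Evaluation: percent inhibition relative to median high and low control wells / Schedule: 2 h aminoacylation at 25 °C after 15 min preincubation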
MLLE-PAM2 inh: inhibitors of PABP1 MLLE–PAM2 peptide binding, primary screen, biochemical, fluorescence polarization, FITC-PAM2, GST-MLLE. Polyadenylate-binding protein 1 (Homo sapiens), P11940. inhibition, % at 20 µM. 360,000 compounds, 0.36% hits. AID 588489, 2011; in the data active means inhibition above about 35%, passing the limit was not always enough;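 further: plate controls were DMSO wells with GST-MLLE for no effect and wells lacking GST-MLLE protein for full effect; some results filed as inactive read as strong as hits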
Active calls of the source: *; i = inactive; x = no result given.

SMILES | FAS-TE inh | CSN deneddyl inh | Neddylation inh | MsrA inhibitor | Rin1 Abl inh | E coli Lon inh | bovine MsrA act | Tb MetRS inh | MLLE-PAM2 inh
Oc1ccccc1CNc1ncc(Br)cc1Br | -1 | 1 | i | 2.6 | 0 | -1 | -2 | 0.2 | -3
COc1ccc(CCNC(=O)[C@H](CCSC)NC(=O)N2CCn3c2nc2ccccc23)cc1OC | -4 | -4 | i | -0.7 | -3 | 0 | -1 | 0.1 | -4
CCCOc1ccc(C2C(=O)N(C3CCCCC3)CC(=O)N2C2CC2)cc1OC (stereo not drawn) | -2 | -1 | i | 1.0 | -3 | -4 | -1 | 1.3 | -7
Cc1onc(-c2c(Cl)cccc2Cl)c1-c1nnc(-c2ccc(Cl)cc2)o1 | 35 | 4 | i | -1.6 | -2 | 2 | -5 | -0.1 | 7
CCOC(=O)CN1NC2(CCCCCC2)NC1=S | -2 | 2 | i | -0.7 | -1 | -1 | -3 | -0.2 | -92
C=CCSc1nnc(NC(=O)CN2C(=O)NC3(CCCC3)C2=O)s1 | -5 | 1 | i | -1.0 | -1 | -3 | -8 | -0.6 | 5
CC(C)(C)c1ccc(C(=O)N/N=C/c2ccc(OCCCF)cc2)cc1 | -6 | 0 | i | -0.7 | -3 | 3 | -9 | -0.4 | -5
Cc1nnc(SCc2ccccc2)nc1/C=C/NOCc1ccc(Cl)cc1Cl | 16 | 2 | i | -0.5 | -2 | -7 | -4 | -0.1 | -3
COc1ccccc1Nc1nc(NCC(C)C)nc(N)c1[N+](=O)[O-] | 20 | 9 | i | 0.1 | 2 | -3 | -2 | -0.1 | -10
CCSc1ccc2cc(OC)ccc2[n+]1CC | -5 | -2 | i | 1.3 | -5 | 5 | -2 | 0.4 | -125
Cc1cc(-c2n[nH]c(=S)n2/N=C/c2cc([N+](=O)[O-])ccc2Cl)n[nH]1 | -3 | -9 | i | 0.7 | -4 | -5 | -4 | -0.3 | 2
COc1cc(NC(=S)N2CCN(S(=O)(=O)c3ccc(C)cc3)CC2)cc(OC)c1 | 15 | 2 | i | -0.2 | 0 | -14 | 0 | 0.0 | -104
CC(C)(C)OC(=O)N1CCC(CNC(=O)Nc2ccccc2)CC1 | -4 | 2 | i | -0.9 | -3 | 7 | -8 | 2.2 | -7
CN(c1ccccc1)S(=O)(=O)c1ccc(C(=O)OCC(=O)NCc2ccco2)cc1 | 5 | -3 | i | -0.3 | -3 | 2 | -4 | -0.7 | 10
CCC(Sc1nc(C)cc(C)n1)C(=O)Nc1cc(C)on1 (stereo not drawn) | -8 | 1 | i | 1.8 | 2 | -5 | -6 | 0.2 | 7
COC(=O)CCCCC1SCC(NC(=O)OC)C1NC(=O)OC (stereo not drawn) | -3 | 0 | i | -0.2 | 7 | 5 | -12 | -1.1 | 9
Cc1cc(CN(C)C(=O)c2cc(COc3ccc(F)cc3Cl)on2)n[nH]1 | -8 | 3 | i | 1.6 | 2 | 32* | -2 | 0.5 | 6
COC(=O)c1cc(C(=O)NCC2CCCCC2)cc([N+](=O)[O-])c1 | 34 | 1 | i | -2.0 | 1 | 7 | -2 | -0.6 | -15
Cc1nn(-c2ccccc2)nc1CNC(=O)C1CCC1 | -3 | 0 | i | -1.0 | 0 | -2 | -1 | -0.3 | 2
CC(=O)c1c(C(C)=O)c(C)n(Cc2ccc(Cl)cc2)c1C | -1 | 6 | i | -0.8 | -4 | -6 | 0 | 0.2 | -3

Single records, as listed above. Order of values: FAS-TE inh, CSN deneddyl inh, Neddylation inh, MsrA inhibitor, Rin1 Abl inh, E coli Lon inh, bovine MsrA act, Tb MetRS inh, MLLE-PAM2 inh
CCC(Sc1nc(C)cc(C)n1)C(=O)Nc1cc(C)on1 (stereo not drawn) is listed with -8, 1, i, 1.8, 2, -5, -6, 0.2, 7
CCSc1ccc2cc(OC)ccc2[n+]1CC is listed with -5, -2, i, 1.3, -5, 5, -2, 0.4, -125
Cc1nnc(SCc2ccccc2)nc1/C=C/NOCc1ccc(Cl)cc1Cl is listed with 16, 2, i, -0.5, -2, -7, -4, -0.1, -3

(listing goes on)
SMILES | FAS-TE inh | CSN deneddyl inh | Neddylation inh | MsrA inhibitor | Rin1 Abl inh | E coli Lon inh | bovine MsrA act | Tb MetRS inh | MLLE-PAM2 inh
O=c1cc(N2CCN(c3ccccc3)CC2)[nH]c(=O)n1C1CCCCC1 | -4 | 6 | i | 0.5 | 3 | 1 | -1 | -1.0 | -2
COc1ccc(C2=CCN3CCCCC3C2)c(-c2ccc(OC)c(OC)c2)c1 (stereo not drawn) | -8 | 5 | i | 0.3 | 0 | -24 | -2 | 0.0 | -25
CCOC(=O)Cc1csc(SCC(=O)/C(C#N)=C(\C)N)n1 | -5 | -2 | i | -1.0 | 2 | -2 | -3 | -0.2 | 7
CN(C)Cc1ccccc1-c1cccc2nccn12 | -3 | -6 | x | 0.2 | -1 | 17* | -9 | -0.2 | 26
CC(C)(C)c1nc(NCCO)c2nnn(Cc3ccccc3)c2n1 | 4 | 3 | i | 0.6 | 4 | -8 | -1 | -0.1 | -1
CCN(CC)S(=O)(=O)c1ccc(N2CCOCC2)c(NC(=O)CCOc2ccccc2)c1 | 10 | 1 | i | -0.4 | -2 | 7 | -5 | -0.7 | -8
N=C1C(c2ccccc2)=C(O)CN1c1cccc2ccccc12 | -5 | -5 | i | 0.1 | -3 | -6 | -6 | -0.5 | 8
CN(CC(=O)Nc1ccccc1Cl)C(=O)COC(=O)c1cnccn1 | -6 | -3 | i | -0.6 | 0 | -1 | -3 | -0.4 | 2
COc1ccccc1Oc1ccc2c(c1)C(=O)N(c1ccc(C)cc1)C2=O | 9 | 0 | i | -0.5 | 0 | -5 | -5 | -1.6 | -11
CCC1CCCCN1C(=O)CSc1nc(N)cc(=O)[nH]1 (stereo not drawn) | -5 | 5 | i | -0.5 | -1 | -8 | -2 | -0.1 | -2
O=C(O)CNC(=S)N(Cc1ccccc1F)C1CCCCC1 | -5 | -3 | i | 0.0 | 2 | -6 | -2 | -0.4 | -81
Cc1cccc(NC(=O)c2ccc(Cl)c(S(=O)(=O)N3CCCCC3)c2)n1 | 9 | 0 | i | -1.9 | 2 | 5 | -3 | -0.1 | 13
Cc1ccc2[nH]c(=O)c(Cc3ccccc3)c(O)c2c1 | -1 | -15 | i | 1.6 | 2 | 8 | -3 | 0.4 | 11
N#C/C(=C\c1cccs1)C(=O)NCc1ccccc1 | -7 | -1 | i | 4.4 | -2 | -16 | -4 | 0.5 | 1
O=C(/C=C/c1ccccc1)Nc1ncn[nH]1 | -5 | 4 | i | x | 2 | -8 | 1 | -1.0 | -9
Cc1ccc(NC(=O)C2CCN(c3ncnc4c3nc3n4CCCCC3)CC2)nc1 | 6 | -1 | i | -0.1 | 4 | -1 | 1 | 0.2 | 3
O=C(COC(=O)c1cccnc1Nc1ccccc1F)NCCN1C(=O)CSC1=O | -7 | 0 | i | 1.3 | 0 | 1 | -9 | -1.1 | -3
Cc1ccc(C(=O)/C=C\C(=O)c2ccc(C)cc2)cc1 | -7 | 5 | i | 1.1 | -4 | -5 | -4 | -0.2 | 2
CC(=O)NC(c1ccc(F)c(F)c1)c1nc(-c2cccs2)cs1 (stereo not drawn) | 8 | 5 | i | 0.2 | -3 | -19 | -5 | -0.3 | 3
COCCN1C[C@@H](CO)O[C@@H](n2cnc3c(NC4CCC4)ncnc32)C1 | -2 | -1 | i | -0.1 | -1 | -4 | -6 | 0.1 | 5
COc1nc(NC23CC4CC(CC(C4)C2)C3)nc(OC)n1 | 6 | -5 | i | -1.1 | 0 | -2 | -8 | -0.2 | -5
Cn1c(SCC(=O)NCC2CCCO2)nnc1-c1ccc(Cl)cc1 (stereo not drawn) | -1 | -5 | i | 0.0 | 0 | -6 | -7 | -0.4 | 14
O=C(Cc1ccccc1F)OCN1C(=O)c2ccccc2C1=O | 2 | 5 | i | 0.5 | 4 | -9 | -2 | -0.2 | -14
Cc1cccc2sc(NNC(=O)c3ccc(S(=O)(=O)N4CCCC(C)C4)cc3)nc12 (stereo not drawn) | 12 | 1 | i | -0.9 | -4 | -10 | -1 | 0.2 | -122
O=C(C(=O)N1CCN(c2ccccc2)CC1)c1ccncc1 | x | 2 | i | -0.9 | x | x | x | 0.3 | x
O=C(NCCCN1CCCC1)c1ccc(CS(=O)(=O)c2ccc(Cl)cc2)o1 | -6 | -3 | i | 1.2 | 5 | -1 | -2 | -0.4 | -11
CC(C)n1c(O)c(N=Nc2ccccn2)c2ccccc21 | -9 | -6 | i | -0.2 | -3 | -4 | -3 | -0.3 | -5
COc1cccc(CNC(=O)c2nnn(CC(=O)Nc3ccc(C)c(C)c3)c2N)c1 | -4 | 8 | i | -0.3 | -2 | -4 | 0 | -0.1 | -1
O=C(CCn1nnc2ccccc21)Nc1nnc(-c2ccccc2F)s1 | -4 | 7 | i | 0.7 | -7 | -9 | 3 | -0.3 | 12
COC(=O)Cc1n[nH]c(=S)[nH]c1=O | -6 | -1 | i | 1.1 | 3 | -4 | 0 | 0.3 | 35
CNC(=O)c1c(NC(=O)C2=COCCO2)sc2c1CCCC2 | 1 | -2 | i | 1.5 | 0 | -1 | -3 | -0.5 | -8
COc1cccc(C2N(Cc3ccccc3)C(=O)C2(F)F)c1OC (stereo not drawn) | 11 | 1 | i | -0.5 | 4 | -8 | -2 | -0.5 | -8
CCOC(=O)c1ccc(NC(=O)CC2C(=O)N(c3ccccc3)C(=O)N2CCCOC)cc1 (stereo not drawn) | -2 | 9 | i | -1.3 | -3 | -2 | -2 | -0.4 | 0
COc1ccc([C@@H]2CC(=O)[C@@H]3CN(S(=O)(=O)c4ccc(C)cc4)[C@H](c4cccc(Cl)c4)C[C@@H]3N2S(=O)(=O)c2ccccc2)cc1 | 28 | 2 | i | -1.5 | 0 | -7 | -2 | 0.2 | 8
COC(=O)c1cccc(N/C=C(\[N+](=O)[O-])S(=O)(=O)c2ccccc2)c1 | -3 | 4 | i | 2.0 | 1 | 15 | -1 | -0.8 | 0
Cc1ccc(Cn2c(NS(=O)(=O)c3ccccc3)nc3ccccc32)cc1 | 18 | -4 | i | 0.9 | -1 | 6 | 0 | -0.9 | 3
Cc1ccc2c(c1)CCCN2C(=O)CCc1nc2ccccc2c(=O)[nH]1 | 0 | 3 | i | 0.3 | 1 | -9 | -2 | -0.2 | -2
O=S(=O)(c1cccc(NC(=S)N2CCN(c3ccccc3F)CC2)c1)C(F)F | 14 | 0 | i | 0.0 | -1 | -4 | -3 | -0.4 | -115
COc1cc(C(=O)Oc2cc(N)n(S(=O)(=O)c3ccc(F)cc3)n2)cc(OC)c1OC | 4 | -1 | i | -0.8 | 0 | 8 | -3 | -0.2 | 7
O=C1NCCOC(=O)[C@@H](Cc2ccc(F)cc2)CC/C=C/C[C@H]1CC(=O)N(CCO)Cc1ccccc1 | -7 | -5 | i | -1.1 | -2 | -2 | -2 | -0.3 | -7
